Screening results deposited in PubChem by several laboratories.
Dynein transport = blocks dynein driven cargo transport along microtubules. 3617.4 mouse cells, GR-EGFP nuclear translocation imaging; test concentration mostly 20 µM; stimulated with dexamethasone, 1 µM; stronger effect = lower value. AID 1381. z-score, hits read low. 220,000 compounds, 0.47% hits;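 active = plate z-score of nuclear minus cytoplasmic receptor signal below a set negative limit, without overly bright fluorescence or cell loss, cut at about -3.5 in these data, passing the limit was not always enough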;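 also: z-score of nuclear minus cytoplasmic ring GR-EGFP intensity difference per well; some compounds called inactive have numbers as strong as hits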
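Also added: dexamethasone, 1.0 µM final. Medium: tet-free, stripped-serum medium. Detection: fixed, Hoechst-stained cells imaged at 10x for EGFP. Read-out: nuclear-to-cytoplasmic GR-EGFP distribution per well. Times: induction 48 h, compound 1 h, agonist 30 min.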
Yfh1-off respiration = mitochondrial function rescue without frataxin homolog – Friedreich's ataxia, plus single-dose screen, dose response (AID 1465); 220,000 compounds, 0.074% hits; fold induction at 50 µM; hits with a dose series show EC50 in µM; S. cerevisiae Yfh1-off respiration, WST-1 reduction, 72 h; higher fold induction means a stronger effect;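 active = fold induction of absorbance versus untreated yeast above a set limit, then at least 30% activation at any dose in follow-up; inconclusive = repeats straddling the limit, or above it without dose testing; inactive = fold induction below the set limit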;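 also: activators that raise dye reduction in frataxin-depleted yeast; strong numbers were not always called active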
WT yeast gro inh = growth inhibition of WT yeast, mitochondrial fusion screen | mitochondrial fusion phenotypic screen, WT strain | inhibition, % at 10 µM | 190,000 compounds, 2.1% hits | AID 1362; in the data active = inhibition above about 58%; tested in S. cerevisiae
Autophagy mod = modulators of autophagy. MEF GFP-LC3 puncta imaging; test concentration mostly 10 µM. calls only at 10 µM (by protocol). 190,000 compounds, 0.98% hits;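 active = percentage of spot-positive cells more than 3 SD above its plate mean, without a fluorescence outlier flag or 80% toxicity; inconclusive = no clear call, values can overlap the other calls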;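 also: spot-positive cell cutoff set from DMSO-treated cells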
M17LAP inhibition = P. falciparum M17LAP inhibitors, primary screen, biochemical, fluorogenic H-Leu-NHMec substrate, 1536-well (AID 1619). recombinant M17LAP, H-Leu-NHMec fluorogenic kinetic assay; higher % means a stronger effect. inhibition, % at 30 µM; hits with a dose series show IC50 in µM. 220,000 compounds, 0.38% hits;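 active = compound inhibiting the enzyme by more than half at any dose during confirmatory dose-response retesting; inconclusive = strong single-dose inhibitors picked by rank but not retested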;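 also: plate controls were full reaction with DMSO carrier for no effect and no enzyme background for full effect; strong numbers were not always called active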
P. falciparum M1AAP = P. falciparum M1AAP inhibitors, biochemical, fluorogenic H-Leu-NHMec substrate, 1536-well (AID 1445); recombinant M1AAP, H-Leu-NHMec fluorogenic kinetic assay; higher % means a stronger effect; inhibition, % at 30 µM, or IC50 in µM where a hit was titrated; 220,000 compounds, 0.42% hits;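 active = primary inhibition above the hit cutoff, then over 50% inhibition at one or more dose response concentrations, cut at about 23% in these data, passing the limit was not always enough; inconclusive = conflicting primary data, or primary hits not chosen for dose response; inactive = low primary inhibition, or under 50% at every dose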;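 also: plate controls were DMSO full reaction for no effect and no enzyme background for full effect; strong numbers were not always called active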
b-catenin transl = beta-catenin nuclear translocation modulation | HeLa beta-catenin nuclear translocation, immunofluorescence imaging | nuclear translocation activity, % at 5 µM | 190,000 compounds, 0.3% hits;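 active = nuclear translocation activity above 50% at 5 µM, with a well cell count of 50 or more; inconclusive = wells under 50 cells across six images, flagged as toxic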;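 also: per-cell ratio of nuclear to cytoplasmic median beta-catenin stain intensity; plate controls were DMSO negative control for no effect and GSK-3 inhibitor IX positive control for full effect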
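Read-out: Nuclear/cytoplasmic beta-catenin signal ratio, % activation | Assay system: Human HeLa cell line | Times: 24 h compound exposure at 37°C, 5% CO2 | Signal: Fluorescence imaging of beta-catenin antibody stain plus DAPI | Dosing: 5 µM primary, 0.02–20 µM confirmation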
T cell modulator = T cell immune modulators affecting CD8 T cell-vesicle binding; calls only at 7 µM; 2C CD8+ T cell-vesicle binding, flow cytometry; stronger effect = lower value; 330,000 compounds, 0.068% hits;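 active = response, share of CD8 T cells binding vesicles, and their 90th percentile fluorescence all below set limits, cut at about 80% in these data, passing the limit was not always enough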
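Also added: QL9-peptide-loaded Drosophila micro-vesicles bearing Ld, ICAM-1 and B7-1; Test system: purified 2C TCR transgenic mouse naive CD8+ T cells; Measured by: cytometric PE anti-B7-1 and Alexa647 anti-CD8 signals after 1% paraformaldehyde fixation; Timing: binding step 1.5 h, 37 °C, antibody labelling 20 min, ice.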
MT stabilizer = microtubule stabilization, imaging screen. HeLa tubulin immunostaining HCS, 24 h; share of cells brighter than vehicle mean+2SD. % tubulin-high responders, % at 10 µM. 200,000 compounds, 0.83% hits. AID 2205;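 active = plate Z-score above 3 for both tubulin-high and condensed-nucleus cell shares, with cell loss under 80%, at 10 µM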;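 also: anti alpha tubulin signal scored within the nucleus-defined area of each cell; some results filed as inactive read as strong as hits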
WT yeast gro inh mutant strain = further read-out of WT yeast gro inh, marked with its call; inhibition, %; mitochondrial fusion phenotypic screen, mutant strain inhibition
Dynein transport cytoplasmic EGFP = second read-out of Dynein transport, no call of its own (marks repeat the call); z-score; measured here: cytoplasmic GR-EGFP intensity; stronger effect = higher value
Dynein transport nuclear GR-EGFP = further read-out of Dynein transport, marked with its call; z-score; measured here: nuclear GR-EGFP intensity;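 lower value marks the stronger effect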
Dynein transport cell count = further read-out of Dynein transport, marked with its call; z-score; measured here: cell count per field
b-catenin transl cell count 5 µM = further read-out of b-catenin transl, marked with its call; cell count; measured here: cell count, cytotoxicity flag
T cell modulator vesicle-bound % = also measured in T cell modulator; calls as there; double positive events, %; measured here: CD8+ vesicle-bound cell fraction;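 binding gate set so that unloaded-vesicle control wells show 10% double positive cells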
MT stabilizer Hoechst-high % = also measured in MT stabilizer; calls as there; % Hoechst-high responders; measured here: nuclear condensation Hoechst responders;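 share of cells brighter than vehicle mean plus two SD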
MT stabilizer cytotoxicity % = second read-out of MT stabilizer, no call of its own (marks repeat the call); toxicity, %; measured here: cytotoxicity by cell density;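 0% = mean cell density of plate MIN control wells and 100% = no cells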
Autophagy mod cell loss 18 h = also measured in Autophagy mod; calls as there; toxicity, %; measured here: cell loss, nuclei count;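 cell loss after 18 h compound exposure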
* marks the source's active call; other numbers are inactive results; i = inactive; ? = inconclusive; · = no result given.

Value order – Dynein transport, Dynein transport cytoplasmic EGFP, Dynein transport nuclear GR-EGFP, Dynein transport cell count, Yfh1-off respiration, WT yeast gro inh, WT yeast gro inh mutant strain, Autophagy mod, Autophagy mod cell loss 18 h, M17LAP inhibition, P. falciparum M1AAP, b-catenin transl, b-catenin transl cell count 5 µM, T cell modulator, T cell modulator vesicle-bound %, MT stabilizer, MT stabilizer Hoechst-high %, MT stabilizer cytotoxicity %
> COc1ccc(CCNC(=O)c2ccc(N(C)S(=O)(=O)c3ccc(C)cc3)cc2)cc1OC
→ 0.748, -0.133, 0.283, -1.47, i, 4.1, -0.1, i, 12.2, 6.5%, 5.0%, -0.4, 1537, i, 33.2, 2.9, 2.3, 4.9
> CCn1c(CNC(=O)Cc2ccc(OC)cc2)nnc1SCC(=O)c1ccc(Br)cc1
→ 0.131, -0.225, 0.101, 0.273, i, 10.9, 0.7, i, 4.0, -1.6%, -3.6%, ·, ·, i, 54.5, 2.4, 2.3, 7.2
> CCCOc1ccc(/C(O)=C2/C(=O)C(=O)N(CCCOC)C2c2ccncc2)cc1 (stereo unspecified)
→ 0.0335, -0.108, 0.734, -0.235, i, 1.8, 11.3, i, -5.6, 4.3%, 9.4%, -1.0, 1053, i, 24.0, 1.8, 2.7, 7.6
> Cc1ccc2nc(SCC(=O)Nc3ccc4c(c3)OCCO4)[nH]c2c1
→ -0.787, -0.248, -0.484, 0.0349, i, 1.6, 10.7, i, 1.4, -4.3%, 5.6%, ·, ·, i, 48.1, 2.5, 2.0, 5.3
> O=C(CN(c1ccc(Cl)c(C(F)(F)F)c1)S(=O)(=O)c1ccccc1)N1CCOCC1
→ -0.806, -0.127, -0.266, 0.671, i, -5.0, 6.2, i, -0.4, 6.6%, -5.7%, -6.7, 1010, i, 31.3, 1.7, 2.1, 15.9
> O=C(COc1ccc(S(=O)(=O)NC2CCCC2)cc1)NCC1CCCO1 (stereo unspecified)
→ -0.256, -0.153, -0.0606, 0.211, i, -5.7, -20.7, i, 1.0, 8.6%, 0.5%, 0.8, 1400, i, 33.4, 1.8, 1.9, 9.8
> CCc1ccc(NC(=O)c2c(Cl)nc(C)c(Cl)c2C)cc1
→ 0.0475, 0.211, 0.198, 0.125, i, 4.1, 0.8, i, 6.8, -18.5%, 5.6%, -1.4, 1163, i, 52.5, 2.9, 2.8, 7.0
> O=C(Nc1ccc2c(c1)OCCO2)C1CCN(S(=O)(=O)c2cccc3nsnc23)CC1
→ -0.729, -0.331, -0.212, 0.429, i, -5.2, 2.0, i, 11.8, -0.1%, -4.1%, ·, ·, i, 36.3, 4.7, 3.9, 11.1
> CCOC(=O)c1ccc(N/C=C/C(=O)c2ccco2)cc1
→ -0.956, -0.0938, -0.316, 0.774, i, -2.0, 6.5, i, 9.0, 2.6%, 4.7%, ·, ·, i, 34.9, 1.2, 1.9, 7.8
> CCOC(=O)c1ccc(NC(=O)CCNC(=O)c2ccc([N+](=O)[O-])cc2)cc1
→ 0.0755, -0.21, 0.264, 0.0979, i, -4.0, 8.2, i, -1.9, -2.2%, 3.0%, -0.3, 972, i, 48.8, 3.3, 2.7, 7.8
> COc1cc(OC)c(OC)cc1CNc1cc(C)ccc1OC
→ -0.0264, -0.295, -0.222, 0.512, i, 12.0, 29.8, i, 5.2, -1.6%, 9.5%, 0.6, 937, ·, ·, 5.0, 3.8, 7.5
> COc1cc(/C=C/C(=O)O)cc(S(=O)(=O)N2CCc3ccccc3C2)c1OC
→ -1.16, -0.283, -0.984, 3.1, i, 2.3, 8.7, i, 5.5, 19.1%, 8.6%, 0.6, 1574, i, 52.2, 1.8, 1.8, 15.3
> CCOC(=O)N1CCC(=NNc2ncc(C(F)(F)F)cc2Cl)CC1
→ -0.962, -0.228, -0.547, 0.663, i, 10.7, -3.3, i, -6.8, 15.9%, -0.6%, -0.2, 1100, i, 42.1, 2.9, 2.1, 4.5
> C=CCNC(=O)c1ccccc1NS(=O)(=O)c1ccccc1
→ -0.118, -0.117, -0.401, 1.58, i, 2.3, -2.6, i, 11.5, -5.8%, 5.3%, 0.5, 1030, i, 44.6, 4.7, 1.2, 2.1
> Cc1ccc2c(c1)NC(=O)C(CC(=O)NCc1cccnc1)O2 (stereo unspecified)
→ 0.0373, -0.0948, 0.262, -0.226, i, -1.6, -12.8, i, 5.7, 2.6%, 8.3%, ·, ·, i, 36.1, 7.5, 3.4, 4.1
> CCOC(=O)CCC(=O)Nc1ccc(S(=O)(=O)N2CCCC2)cc1
→ -0.0436, -0.262, 0.273, -1.05, i, -8.0, -17.1, i, -2.6, 10.1%, -2.0%, -1.1, 1047, i, 27.5, 1.3, 0.4, 26.5
> Cn1c(N)c(C(=O)c2cc(-c3ccncc3)nc3ccccc23)c(=O)n(C)c1=O
→ -0.318, -0.113, -0.226, 0.162, i, 10.5, 5.0, i, 5.8, 6.5%, 4.5%, -3.0, 1106, i, 34.5, 1.6, 2.9, 5.6
> CCOC(=O)N1CCN(S(=O)(=O)c2ccc3c(c2)OCC(=O)N3)CC1
→ 0.82, -0.223, 0.505, 0.162, i, -7.2, -40.3, i, 13.7, -15.7%, 0.7%, -1.1, 951, i, 7.6, 2.8, 2.1, 16.3
> O=C(C(=O)N1CCCc2ccccc21)c1cn(CC(=O)N2CCOCC2)c2ccccc12
→ -1.31, 0.102, -0.572, 1.09, ·, -3.1, -7.3, i, 5.7, 13.9%, 1.0%, 0.6, 1108, i, 45.7, 3.0, 2.1, 8.7
> Cc1oc(C)c2c(=O)ccc3c(c12)OC(N)=C(C#N)C3c1ccccc1Cl (stereo unspecified)
→ -0.986, 1.86, 0.0808, 0.533, i, -9.8, -10.7, i, 8.0, 19.8%, 13.0%, ·, ·, i, 34.8, 5.8, 4.4, 3.4
> CCCCC(=O)NC(NC(=S)N1CCCCCC1)C(Cl)(Cl)Cl (stereo unspecified)
→ -0.448, -0.251, -0.324, 0.395, i, -2.4, 8.1, i, 5.3, 1.0%, 9.1%, -4.4, 531, i, 35.9, 1.8, 2.0, 3.6
> CC1CCN(c2ccccc2NC(=S)NC(=O)c2cccs2)CC1
→ 0.119, 0.00314, -0.0978, 0.197, ?, 57.8, 32.7, i, 7.5, -6.8%, 13.6%, -1.0, 1418, i, 52.0, 1.8, 1.8, 6.1
> Cc1nn(C)cc1-c1n[nH]c(=S)n1-c1ccc(Cl)cc1
→ -0.253, -0.321, -0.169, 0.044, i, -9.4, 14.6, i, -1.4, -17.8%, 7.7%, ·, ·, i, 58.2, 2.8, 3.5, 6.9
> COC(=O)c1cc(C(=O)OCC(=O)N(C)C2CCS(=O)(=O)C2)cc([N+](=O)[O-])c1 (stereo unspecified)
→ -1.26, -0.176, -0.509, 0.418, i, 0.3, 5.4, i, 13.6, 10.7%, 7.4%, -1.2, 961, i, 33.7, 2.4, 2.0, 7.1
> COC(=O)CSc1[nH]c2cc(C)ccc2c1[N+](=O)[O-]
→ -0.249, 0.0926, 0.198, -0.807, i, -9.4, -11.2, i, 36.8, -2.1%, 10.4%, -1.7, 1054, i, 43.6, 4.3, 1.9, 0.5
> CCCc1nc2oc3c(NCC4CCCO4)ncnc3c2c2c1COC(C)(C)C2 (stereo unspecified)
→ 0.509, -0.196, 0.433, 1.28, i, 3.1, -8.7, i, 11.2, -3.6%, 6.4%, -0.5, 1047, i, 9.2, 2.4, 2.4, 1.7
> O=C(N/N=C/c1ccc(Br)s1)c1ccco1
→ -0.353, -0.188, -0.23, -0.58, i, ·, ·, ·, ·, 10.6%, 18.0%, 2.3, 1294, i, 54.1, ·, ·, ·
> O=C(CCCCn1c(=O)[nH]c2ccccc2c1=O)NCc1ccc2c(c1)OCO2
→ 4.18, -0.192, 2.99, -2.05, i, -9.3, 19.1, i, -0.5, -8.4%, 7.4%, -4.6, 1038, i, 23.3, 2.0, 1.5, 4.6
> CCOC(=O)C(CSCC(=O)c1ccc(Br)cc1)NC(=O)OC(C)(C)C (stereo unspecified)
→ 0.0439, -0.285, -0.0513, 0.426, i, -9.5, -16.6, i, -3.8, 62.2µM*, 5.6%, ·, ·, i, 18.0, 2.5, 1.9, 5.2
> CCCCOc1ccc(CNC(=S)N/N=C/c2ccc(OC)c(OC)c2)cc1
→ -1.08, -0.265, -0.796, 0.732, i, 44.8, 33.6, i, -39.7, -5.2%, -1.4%, -2.3, 1146, i, 23.2, 2.8, 2.5, 8.8
> O=C(C1CCC(C(=O)N2CCCCC2)CC1)N1CCCCC1 (stereo unspecified)
→ 0.961, -0.227, 0.414, -1.01, i, -2.0, -1.4, i, 0.2, -7.4%, -2.3%, -2.5, 1115, i, 29.3, 3.6, 2.0, 2.7
